Compound activity as filed in PubChem BioAssay.
D3 antag – blocks the human D3 dopamine receptor; D3R cells, DiscoveRx beta-arrestin luminescence, antagonist mode; hits give low values; AID 652054; max response, negative = inhibition, %; 360,000 compounds, 2.5% hits; P35462; in the data active = max response below about -50%; inconclusive = no clear call, values can overlap the other calls; note: % is set by controls: 0 for no effect and ±100 for the full control effect; mostly tested at two doses, the higher about 12 µM
Target sequence (P35462 whole entry, looked up): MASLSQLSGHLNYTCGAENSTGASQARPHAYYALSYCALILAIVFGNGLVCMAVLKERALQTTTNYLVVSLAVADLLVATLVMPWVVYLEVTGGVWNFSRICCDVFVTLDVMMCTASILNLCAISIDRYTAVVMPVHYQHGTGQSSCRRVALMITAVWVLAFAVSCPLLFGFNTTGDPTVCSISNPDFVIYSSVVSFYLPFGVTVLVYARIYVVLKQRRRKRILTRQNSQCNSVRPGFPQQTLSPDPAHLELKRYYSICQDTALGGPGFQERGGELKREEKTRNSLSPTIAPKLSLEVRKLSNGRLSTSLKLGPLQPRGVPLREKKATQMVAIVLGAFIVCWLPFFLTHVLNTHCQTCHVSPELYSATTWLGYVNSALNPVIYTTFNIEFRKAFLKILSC
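Cells plated overnight at 1500 cells/well, then exposed to library compounds with dopamine controls for 90 minutes at 37 degrees C. DiscoveRx reagent added for 30–60 minutes at room temperature; luminescence read, quantitative HTS format.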
pAkt inh – blocks phosphorylation of Akt. 360,000 compounds, 0.32% hits. activity change, % for hits at 50 µM. Neuro2A IGF-stimulated pAkt S473 HTRF, 20 min; hits give low values; in the data active = activity change below about -80%; inconclusive = mostly about -51% to -80%; note: % is set by controls: 0 for no effect and ±100 for the full control effect
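Neuro2A cells (4,500/well, DMEM with 0.5% FBS) were treated with compound at a single 50 µM final concentration, stimulated with 6 nM IGF for 20 min at 37 °C, and lysed. Phospho-Akt Ser473 was read by HTRF as 665/615 ratio ×10^4.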
GLP1R inv ag – GLP-1 receptor (human) inverse agonism | P43220 | HEK293 GLP-1R CRE-luciferase, luminescence, 24 h; GLP-1R form is constitutively active | Potency, µM (titrated, usually from 38.3 µM), for inactives: at the top dose activity change, negative = inhibition, hits mostly inhibitors | 410,000 compounds, 1.6% hits | AID 624417; note: potency is the fitted concentration of half-maximal effect; % is set by controls: 0 for no effect and ±100 for the full control effect; nearly all actives have a fitted effect of over 55% in size
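Seeding at 200 cells/uL, 12 h culture, 24 hr compound treatment, then luciferase reagent and a luminescence read; cells are HEK293 stably expressing a constitutively active GLP-1R plus cAMP-responsive luciferase.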
GLP-1R agonist – GLP-1 receptor (human) agonism | HEK293 GLP-1R CRE-luciferase, luminescence, 4-6 h; cells express a hypersensitive GLP-1R form | Potency, µM (series often up to 45.6 µM), without a hit: at the top dose activation, usual class: activators | 380,000 compounds, 0.007% hits | AID 624172; note: potency is the fitted concentration of half-maximal effect; % of control where 0% means no effect
FUS yeast rescue – rescues growth of FUS-expressing yeast; S. cerevisiae FUS-expressing, growth rescue, OD600, 24 h; Potency, µM (highest dose often 76.6 µM), for inactives: top-dose growth rescue (activation), usual class: activators; 390,000 compounds, 0.24% hits;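 note: potency is the fitted concentration of half-maximal effect; plate controls were DMSO vehicle for no effect and reference control for full effect; nearly all actives have a fitted effect of over 55% in size; some results filed as inactive show a strong effect at the top dose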
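Compound concentration series was pinned onto galactose-induced FUS-expressing yeast seeded at OD 0.005. Plates sat 24hr at 30C; absorbance at 600 nm gave growth. DMSO served as background control.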
PTHR1 ag – agonists of human PTHR1 parathyroid hormone receptor | Potency, µM (highest dose often 115 µM), without a hit: at the top dose activation, most hits filed as activators | 410,000 compounds, 0.075% hits | HEK293 GP2 PTHR1 cells, GloSensor cAMP luminescence, 1 h; note: potency is the fitted concentration of half-maximal effect; nearly all actives have a fitted effect of over 55% in size; some results filed as inactive show a strong effect at the top dose; inactives centre near -15; many of its hits are not listed in these tables
Target sequence (Q03431 whole entry, looked up): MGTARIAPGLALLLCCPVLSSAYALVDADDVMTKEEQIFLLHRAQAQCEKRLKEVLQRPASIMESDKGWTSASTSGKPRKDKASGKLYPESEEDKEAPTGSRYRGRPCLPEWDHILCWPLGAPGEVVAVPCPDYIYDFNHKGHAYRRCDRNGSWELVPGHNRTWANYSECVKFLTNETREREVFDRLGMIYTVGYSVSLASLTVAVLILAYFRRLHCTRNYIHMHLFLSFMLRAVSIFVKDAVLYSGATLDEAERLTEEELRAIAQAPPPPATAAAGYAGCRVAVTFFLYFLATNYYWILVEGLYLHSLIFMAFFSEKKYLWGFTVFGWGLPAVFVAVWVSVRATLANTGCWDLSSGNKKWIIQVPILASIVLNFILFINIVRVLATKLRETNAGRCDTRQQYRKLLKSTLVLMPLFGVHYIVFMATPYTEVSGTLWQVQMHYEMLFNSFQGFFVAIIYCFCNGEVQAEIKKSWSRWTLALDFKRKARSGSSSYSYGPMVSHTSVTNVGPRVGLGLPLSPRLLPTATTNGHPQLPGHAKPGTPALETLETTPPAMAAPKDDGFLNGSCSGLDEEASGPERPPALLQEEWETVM
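HEK-293-derived GP2 cells expressing PTHR1 and a GloSensor cAMP reporter, 3,000/well, plated overnight, given luciferin plus IBMX (each 0.5 mM as added) for 1 h at 37 °C, then compound for 1 h at 37 °C. Luminescence was read after 15 min at room temperature.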
TDP-43 yeast inh – rescues yeast growth from TDP-43 toxicity | TDP-43 expressing yeast growth rescue, BacTiter-Glo, 24 h | Potency, µM (highest dose often 46.1 µM), without a hit: top-dose growth rescue (activation), usual class: activators | 410,000 compounds, 1.8% hits | AID 652104; note: potency is the fitted concentration of half-maximal effect; % of control where 0% means no effect; nearly all actives have a fitted effect of over 50% in size
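Yeast expressing TDP-43 (pregrown in raffinose, seeded at OD600=0.02 in galactose medium) exposed to compounds 24 hr at 30 deg C. Growth read by BacTiter-Glo luminescence; rescue of toxicity appears as increased signal.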
Abeta rescue – restores growth of yeast expressing A-beta42 peptide; Potency, µM (doses to about 46.1 µM), for inactives: at the highest dose growth rescue, usual class: activators; 410,000 compounds, 0.063% hits; yeast expressing A-beta42, growth rescue, OD600, 48 h; response scale: 0% DMSO, 100% iron-clioquinol control; note: potency is the fitted concentration of half-maximal effect; nearly all actives have a fitted effect of over 55% in size
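Growth rescue measured by 600 nm absorbance after 48 h yeast culture at 30 C with compound. Values normalized between DMSO and an equimolar ferric chloride plus clioquinol control.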
aSyn yeast inh – inhibitors of alpha-synuclein toxicity in yeast; Yeast expressing alpha-synuclein, growth rescue, BacTiter-Glo, 24 h; Potency, µM (highest dose often 46.1 µM), for inactives: top-dose growth rescue (activation), hits mostly activators; 370,000 compounds, 0.14% hits; note: potency is the fitted concentration of half-maximal effect; % of control where 0% means no effect; nearly all actives have a fitted effect of over 65% in size
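Galactose-induced alpha-syn yeast (OD600=0.02, raffinose-pregrown) + pinned cpd, 24 hr, 30 deg C; growth by BacTiter-Glo luminescence. Growth restoration scores as activation.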
Numbers without * were called inactive; i = inactive; ? = inconclusive; / = not tested or not shown; & = joins results of further samples; [ ] = another dose, or the depositor's remark. Unless noted, calls come from the whole dose curve; as a rule, active = well fitted curve in the direction sought with a large enough effect; inconclusive = small, poorly fitted or top-dose-only effect, or another doubt; inactive = no such curve, though single readings can be large; an effect the other way counts as inactive or inconclusive. Some of the compounds tested, so the mix of outcomes need not match the whole.

Order of results: D3 antag	pAkt inh	GLP1R inv ag	GLP-1R agonist	FUS yeast rescue	PTHR1 ag	TDP-43 yeast inh	Abeta rescue	aSyn yeast inh
> Cc1cccc(NC(=O)Nc2ccc3c(c2)N(C)C(=O)CS3)n1
    4	i	-20%	14%	5%	-59%[inhibitor]	17%	-7%	-1%
> COc1ccc(C2=Nc3ccccc3NC(=O)C2N(C(=O)c2cc3ccccc3[nH]2)c2ccccc2)cc1 (stereo unspecified)
    -13	i	-2%	-5%	?	4%	-5%	-11%	1%
> CCOC(=O)c1cnc2cc3c(cn2c1=O)CCCC3
    -1	i	-6%	-11%	/	i	-37%[inhibitor]	-12%	13%
> O=C(COC(=O)Cc1ccc(S(=O)(=O)N2CCOCC2)s1)NCCc1ccccc1
    7	i	-7%	-2%	15%	-3%[57.5 µM]	-6%	3%	-2%
> O=C(NCCc1ccccc1)c1ccc(Cl)c([N+](=O)[O-])c1
    -8	i	9%	5%	20%	i	-22%	3%	0%
> Cc1nn(CC(=O)NCCCN2C(C)CCCC2C)c(=O)c2cc3occc3n12 (stereo unspecified)
    10	i	13%	-6%	-12%	-19%	27%	1%	-8%
> COc1ccccc1C(=O)Nc1cccc2cccnc12
    33	i	13%	?	18%	-40%[inhibitor]	3.2µM*	-27%	9%
> O=C(COC(=O)/C=C/c1cccs1)NC1CCCCC1
    -1	i	10%	-5%	-5%	-11%	2%	-8%	-6%
> COc1ccc(CN2CCc3c([nH]c4ccccc34)C2)c(OC)c1C
    ?	i	?	0%	10%	-41%[inhibitor]	?	4%	10%
> Cc1onc(-c2c(Cl)cccc2Cl)c1NC(=O)NN(C)C
    -18	i	15%	-6%	15%	-21%	-6%	-3%	-6%
> CCN(CC)CCCn1c(SCC(=O)NCC2CCCO2)nc2ccccc2c1=O (stereo unspecified)
    7	i	4%	8%	5%	i	-10%	0%	5%
> CC12CCCCC1(O)[N+](=O)C1=C(CCCC1)N2[O-] (stereo unspecified)
    9	i	8%	-9%	-14%	i	3%	-6%	-2%
> Cn1cccc1CNC(=S)Nc1cc(F)cc(F)c1
    -7	i	2%	9%	-2%	i	-4%	-6%	-2%
> Cc1ccccc1CN1C(=O)c2ccccc2Sc2ccc(C(=O)O)cc21
    -22	i	?	-4%	?	-27%&-24%	?	7%&1%	-14%
> CC1(C(=O)Nc2ccc3nc[nH]c3c2)CCN1C(=O)C1(c2ccccc2)CCCC1 (stereo unspecified)
    15	i	1%	7%	9%	-19%	0%	13%	1%
> COc1ccc(CNS(=O)(=O)c2cc(Br)cc3c2N(C(C)=O)C(C)C3)cc1 (stereo unspecified)
    -89*	i	12%&13%	5%&1%	8%&-6%	-28%	-12%&18%	-11%&-9%	-2%
> Cc1cc(F)ccc1-c1cc(C(=O)NC(C)C)[nH]n1
    -5	i	22%	-2%	-19%	-8%	8%	-9%	-1%
> Cc1ccc(S(=O)(=O)N2C(=O)CCC2C(=O)O/N=C(\N)c2ccccc2)cc1 (stereo unspecified)
    2	i	?	4%	31%	-14%	12%	?	25%
> O=C(O)CCc1nc2cc3ccccc3cc2[nH]1
    10	i	14%	?	12%	i	-11%	?	1%
> CCOc1ccccc1CN1CCNC(=O)C1CC(=O)NC1CCCCCC1 (stereo unspecified)
    5	i	-22%	11%	-1%	24%	5%	22%	1%
> CCOC(=O)N1CCN(C(=O)CSc2cc(C)nc3c(-c4ccccc4OC)c(C)nn23)CC1
    -16	i	13µM*	6%	?	-6%[57.5 µM]	-13%	-4%	-4%
> O=C(CCNC(=O)C1CCN(S(=O)(=O)c2ccccc2)CC1)NCCc1ccc(Cl)cc1
    -1	i	?	2%	6%	-16%	10%	9%	2%
> O=C(CCN1C(=O)c2ccccc2S1(=O)=O)NCc1ccccc1Cl
    11	i	34%	3%	-9%	-13%	-4%	6%	0%
> CCN1C(=O)[C@H]2[C@H]3CN=C(SCc4ccc(C)cc4)N3[C@@](CC)(C(=O)OC)[C@H]2C1=O
    -17	i	24%	-4%	-11%	-14%	?	1%	0%
> NC(=O)c1cc(S(=O)(=O)N2CCCCC2)cs1
    12	i	-20%&-12%	-5%	-32%&-8%	i	18%&-15%	9%&-9%	-1%
> Cc1ccc(N2CC(NC(=O)c3ccc(S(=O)(=O)N4CCOCC4)cc3)CC2=O)cc1 (stereo unspecified)
    /	/	9%	/	11%	-60%[inhibitor]	26%	-2%	/
> COc1ccc(C(=O)N/N=C(\C)CC(=O)Nc2ccc3c(c2)OCO3)cc1
    -9	i	-1%	7%	-5%	i	15%	9%	0%
> Cc1cccc(OCC(=O)N2CCC(N3CCOCC3)CC2)c1
    0	i	12%	0%	-6%	-9%[57.5 µM]	-1%	18%	3%
> COc1cccc(NC(=O)C(=O)N2CCOCC2)c1
    5	-100%*	32%[activator]	-2%	-22%	i	-1%	-4%	4%
> CN(Cc1ccccc1)C(=O)COC(=O)c1ccc[nH]c1=O
    18	i	9%	3%	9%	i	-13%	-2%	-18%
> CC1(c2ccc3ccccc3c2)NC(=O)N(CC(=O)Nc2cccc(S(=O)(=O)N3CCOCC3)c2)C1=O (stereo unspecified)
    -6	i	0%	-6%	/	-33%[inhibitor]	16%	10%	2%
> O=C(c1ccc(Br)cc1)c1cn[nH]c1-c1ccccc1O
    -11	i	?	17%	10%	-8%	-17%	-9%	7%
> O=C(CSc1nc(-c2ccccc2)no1)N1CCCCC1
    /	/	10%	/	3%	-16%	0%	-3%	/
> CC12CCC3(CO)COC(c4ccccc4O1)C2C3 (stereo unspecified)
    -21	i	?	1%	23%	-22%[57.5 µM]	3%	-9%	0%
> CCCCN(C)CCCNC(=O)Cn1ncc2c3ccccc3n(Cc3ccccc3F)c2c1=O
    /	/	-14%	/	18%	i	0%[9.22 µM]	8%	/
> C[C@H]1C=C(C(=O)NCc2ccccc2)O[C@@H](OCc2ccc(CO)cc2)C1
    -5	i	5%	7%	-23%	-7%	20%	-3%	2%
> CCCN(CCC)S(=O)(=O)c1ccc(C(=O)Nc2nnc(CSC)o2)cc1
    -99*	i	-17%	-7%	26%	-6%[57.5 µM]	11%	6%	?
> CSc1cccc(NC(=O)c2sc3nc4n(c(=O)c3c2C)CCC4)c1
    -1	i	7%	10%	32%	0%	27%	-17%	12%
> COCCn1c(SC(C)C(=O)Nc2ncc(Cl)cc2Cl)nc2ccccc21 (stereo unspecified)
    10	i	-26%	18%	3%	-7%	24%	-1%	8%
> O=c1oc(-c2cccs2)nc2sc3c(c12)CCC3
    10	i	4%	0%	-2%	-2%[57.5 µM]	6%	-2%	-14%
> Nc1cc(-c2ccccc2)n2c(n1)nc1ccccc12
    12	i	57%[activator]	14%	15%	10%	-6%	-19%	-4%
> Cc1ccc(S(=O)(=O)NCCC(=O)OCn2nnc3ccccc3c2=O)cc1
    -27	i	15%	-3%	7%	-2%[57.5 µM]	-8%	-11%	-2%
> Cc1ccc(Nc2nc(C)c(NC(=O)c3ccc(C)cc3)c(Nc3ccc(C)cc3)n2)cc1
    /	/	?	/	?	20%	-3%	26%	/
> O=C(c1ccc(S(=O)(=O)N2CCOCC2)cc1)N1CCc2ccccc2C1
    -1	i	-15%	-2%	24%	-6%	-13%	-3%	-2%
> COc1ccc(C(C)=O)cc1COC(=O)CSCC(=O)Nc1ccc(C)cc1
    -16	i	3%	7%	18%	-17%	13%	-3%	12%
> COc1cc(/C=C/c2cc(OC(C)=O)c3ccccc3n2)c(OC(C)=O)c([N+](=O)[O-])c1
    -82*	/	16%	6%	-4%	-29%	?	11%	/
> Cc1nn(C)c(C)c1Sc1ccccc1N
    -9	i	-12%[0.307 µM]	1%	0%	-10%	?	9%	3%
> COc1cc(NC(=O)CN2CCN(c3ccccc3)CC2)c(C)cc1[N+](=O)[O-]
    13	i	4%	-12%	-11%	i	8%	5%	4%
> CCOC(=O)N1CCN(C(=O)C[C@@H]2C[C@@]3(C(=O)OCC)CCC=C3N(Cc3ccc(Cl)cc3Cl)C2=O)CC1
    -19	i	?	-6%	?	-24%	22µM*	2%	21%
> CCN(C(=O)CCc1nc(-c2ccc(OC)cc2)no1)c1cc(OC)ccc1OC
    0	i	?	-2%	35%	-8%	12%	-3%	7%
> Cc1ccc(S(=O)(=O)N2CCC[C@H]2C(=O)OCC(=O)Nc2ccc3c(c2)OCO3)cc1
    11	i	-14%	5%	?	-35%[inhibitor]	10%	2%	4%[1.84 µM]
> COC(=O)C1=C(C)N(Cc2ccccc2)C(=NCCc2cccnc2)N[C@H]1c1ccc(Br)cc1
    1	i	?	-1%	7%	i	0%	1%	1%
> COC(=O)NC1c2ccccc2Oc2ccccc21
    -20	i	-14%	4%	11%	i	17%	1%	2%
> CNc1ccc(Oc2c(F)c(F)nc(F)c2F)cc1
    13	i	-52%	-3%	-19%	-15%	29%	-3%	1%
> CCOC(=O)c1cc2c(ccn2C)n1CC(=O)N(Cc1ccccc1)c1ccc(F)cc1
    16	i	?	-1%	21%	i	-27%	4%	-1%
